# High-throughput results deposited in PubChem by several laboratories.
# XIAP antagonists = XIAP antagonists, biochemical, IAP family, fluorescence polarization (AID 1018); XIAP BIR domain, fluorescence polarization peptide displacement; higher % means a stronger effect; displacement, % at 20 µM, or IC50 in µM where a hit was titrated; 0.007% of 200,000 active; in the data active = displacement above about 50%; note: a part of the inactive calls stands beside numbers as strong as those of hits
# M17LAP inhibition = P. falciparum M17LAP inhibitors, primary screen, biochemical, fluorogenic H-Leu-NHMec substrate, 1536-well (AID 1619). recombinant M17LAP, H-Leu-NHMec fluorogenic kinetic assay; higher % means a stronger effect. inhibition, % at 30 µM, or IC50 in µM where a hit was titrated. 0.38% of 220,000 active;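 active = compound inhibiting the enzyme by more than half at any dose during confirmatory dose-response retesting; inconclusive = strong single-dose inhibitors picked by rank but not retested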;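 note: plate controls were full reaction with DMSO carrier for no effect and no enzyme background for full effect; strong numbers were not always called active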
# Siah-1 displacement = Siah-1 peptide-binding antagonists, primary screen, biochemical, fluorescence polarization, rhodamine-plectin, uHTS (AID 1817); Siah-1 / rhodamine-plectin peptide fluorescence polarization; higher % means a stronger effect; 0.02% of 290,000 active; one-dose displacement, % at 20 µM; IC50 in µM for titrated hits;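 active = displacement of at least 50% at 20 µM, with a fluorescence ratio check between 0.3 and a set limit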;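 note: plate controls were Siah plus tracer with DMSO for no effect and tracer alone without Siah for full effect; strong numbers were not always called active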
# LYP inhibition = inhibitors of LYP phosphatase, biochemical, fluorescence intensity, uHTS (AID 1779). inhibition, % at 11.5 µM, or IC50 in µM where a hit was titrated. recombinant LYP phosphatase, fluorescence intensity; higher % means a stronger effect. 0.054% of 290,000 active;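 note: plate controls were vehicle with enzyme for no effect and no enzyme for full effect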
# ER stress rescue = rescue of cells from ER stress-induced death, primary screen, 384-well, CSM14.1, thapsigargin, ATP luminescence (AID 1222); CSM14.1 thapsigargin-induced death rescue, ATP luminescence; higher % means a stronger effect; one-dose cellular ATP content (survival), % at 20 µM; EC50 in µM for titrated hits; 190,000 tested, under 10 active;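 active = EC50 below 50 µM in the dose-response confirmation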;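 note: death triggered by thapsigargin at about 15 µM added after 2 h compound pretreatment; cell ATP read after overnight thapsigargin exposure of roughly 18 to 22 hours; normalized against plate controls of thapsigargin alone and 5% DMSO vehicle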
# P. falciparum M1AAP = malaria alanyl aminopeptidase activity blockers – biochemical, fluorogenic H-Leu-NHMec substrate, 1536-well (AID 1445); recombinant M1AAP, H-Leu-NHMec fluorogenic kinetic assay; higher % means a stronger effect; inhibition, % at 30 µM, or IC50 in µM where a hit was titrated; 0.42% of 220,000 active;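 active = primary inhibition above the hit cutoff, then over 50% inhibition at one or more dose response concentrations, cut at about 23% in these data, passing the limit was not always enough; inconclusive = conflicting primary data, or primary hits not chosen for dose response; inactive = low primary inhibition, or under 50% at every dose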;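 note: plate controls were DMSO full reaction for no effect and no enzyme background for full effect; strong numbers were not always called active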
# AID2073 = inhibitors of Mint1-CaV2.2 protein interaction, biochemical, HTRF (AID 2073) | 0.19% of 290,000 active | inhibition, % at 20 µM; hits with a dose series show IC50 in µM | HTRF protein-protein interaction, Mint1-CaV2.2; higher % means a stronger effect; in the data active = inhibition mostly above about 51%, no sharp cut-off; inconclusive = no clear call, values can overlap the other calls; inactive = mostly below about 53%; note: some results filed as inactive read as strong as hits
# Lipid droplet = modulators of hepatic lipid droplet formation. AID 1656. AML12 mouse hepatocytes, oleate lipid droplets, BODIPY imaging. inhibition, % at 6.5 µM. 0.4% of 240,000 active;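 active = lipid droplet intensity inhibited by at least 50%, with more than 500 cells counted; inconclusive = wells with under 300 cells, treated as cytotoxic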
#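 Assay system: AML12 hepatocytes (mouse); Probe or stimulus: oleic acid at 100 µM to induce lipid droplet formation; Dosing: compound at 6.5 µM only; Schedule: compound with oleate, overnight; Detection: fluorescence imaging, 20x objective, two fields per well; Measure: % inhibition of lipid droplet signal.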
# HEK293 NOD2/NF-kB = inhibition of NOD2-driven NF-kB reporter – cell-based, luminescence, uHTS, HEK293 (AID 1566); 0.63% of 290,000 active; inhibition, % at 4 µM, or EC50 in µM where a hit was titrated; HEK293 NOD2/NF-kB luciferase reporter, luminescence; higher % means a stronger effect; note: many of its hits are not listed in these tables
# Lipid droplet cells 6.5 µM = second read-out of Lipid droplet, no call of its own (marks repeat the call); cell count; measured here: cell count, cytotoxicity flag;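 cells counted across two imaged fields per well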
# The depositor's hits bear a star; ? = inconclusive; . = no result given. Cut-off read from the data, not from the text of the source, unless noted: active = inhibition above about 50%; inactive = the rest. A portion of the library; count on the stated rates, not on these rows.
SMILES,XIAP antagonists,M17LAP inhibition,Siah-1 displacement,LYP inhibition,ER stress rescue,P. falciparum M1AAP,AID2073,Lipid droplet,Lipid droplet cells 6.5 µM,HEK293 NOD2/NF-kB
O=c1c(-c2ccc(Cl)cc2)[n+]([O-])c2ccccc2n1OCc1nc2ccccc2[nH]1,.,3.0%,4.5%,2.2%,.,3.5%,-2.7%,-4.9,702,-4.4%
Cn1c(CNC(=O)c2ccco2)nnc1SCC(=O)c1ccc(F)cc1,.,.,1.2%,-6.2%,.,.,7.5%,22.7,808,5.5%
CC1=NN(c2ccc(C(F)(F)F)cn2)C(=O)C1,1.2%,20.4%,-9.6%,0.1%,-2.6%,-9.7%,-4.6%,22.2,759,5.3%
CCc1ccc(OCC(=O)N2CCN=C2c2ccccc2)cc1,-4.8%,4.0%,4.1%,-5.0%,0.0%,0.9%,-11.3%,-2.8,798,2.4%
CC(CCc1ccccc1)NC(=S)NC(=O)c1ccco1 (stereo not drawn),-5.8%,-1.5%,-2.7%,7.7%,-0.8%,1.2%,-16.5%,0.5,665,-12.0%
O=C(Cn1cc(C(F)(F)F)cc(Cl)c1=O)NCc1ccc(Cl)cc1,.,.,-2.2%,-7.5%,.,.,13.2%,24.8,753,-8.0%
COC(=O)c1ccccc1NC(=O)c1c(Br)cnn1C,-1.7%,-6.4%,4.4%,-5.3%,0.0%,4.9%,0.5%,.,.,7.9%
Cc1nc(C)n(CC(O)COc2ccc3ccccc3c2)n1 (stereo not drawn),-5.8%,-16.1%,4.3%,-7.2%,-0.5%,8.8%,1.5%,.,.,4.0%
O=c1c2ccccc2nnn1CSc1nnc(-c2cccc(S(=O)(=O)N3CCCCC3)c2)o1,-4.3%,10.7%,1.0%,-0.2%,2.9%,-2.6%,0.3%,-28.5,562,-15.0%
CCOc1cc(CNc2ccccc2SC)ccc1O,4.7%,14.5%,4.0%,-9.0%,-0.9%,11.4%,-25.0%,-2.7,768,-12.6%
COc1nnc(OC)c2ccccc12,-1.3%,2.8%,-2.3%,-7.4%,0.3%,?,6.0%,.,.,0.9%
CCN(CC)S(=O)(=O)c1ccc(F)cc1,-0.3%,9.7%,5.4%,-2.1%,2.6%,-0.7%,0.9%,-11.9,735,11.5%
COc1cc(CNCCCN2CCOCC2)c(Br)cc1OCC(=O)Nc1ccccc1C,-0.8%,-3.3%,1.4%,-6.9%,-0.5%,6.3%,-1.6%,27.3,620,5.9%
CCOC(=O)CC1=C(C(=O)OCC)C(c2cc(OC)c(OC)cc2OC)C(C#N)=C(N)O1 (stereo not drawn),-4.9%,8.6%,2.4%,-4.9%,-1.2%,3.6%,-1.8%,-0.2,711,9.7%
O=C1/C(=C/c2ccccn2)SC(=S)N1NS(=O)(=O)c1ccccc1,0.1%,13.2%,2.9%,-0.9%,-2.2%,?,-3.5%,1.1,734,-7.6%
COCCNC(=O)c1cc2oc3ccccc3c2n1C,-14.6%,-1.0%,-2.4%,5.0%,0.7%,15.0%,-4.6%,-5.3,736,-18.1%
O=C(Nc1nnc(-c2ccc(Cl)cc2)o1)c1cccc(N2C(=O)CCC2=O)c1,-6.3%,2.2%,7.3%,-7.1%,-0.3%,7.6%,7.8%,39.1,662,-1.3%
O=C(O)c1ccc(NCc2ccc(Br)cc2)cc1,-10.9%,-9.4%,1.0%,-4.1%,-0.7%,-5.6%,2.4%,12.1,752,3.0%
Cc1cc(=O)[nH]c(SCC(=O)NNC(=O)Cc2ccccc2)n1,-5.4%,10.2%,-2.0%,0.1%,-0.6%,-16.4%,15.1%,-21.9,691,3.0%
Oc1c(N=NC(=S)Nc2ccccc2F)c2ccccc2n1Cc1ccccc1Cl,-1.1%,7.2%,-2.9%,0.4%,-0.8%,2.8%,23.0%,25.3,757,11.6%
O=C(CSc1ccc(Cl)cc1)Nc1cccc(-c2nc3ncccc3o2)c1,-0.2%,-12.7%,1.5%,-3.2%,5.8%,2.2%,2.8%,.,.,0.2%
CC(C)(C)c1ccc(OC2=CS(=O)(=O)c3ccccc32)cc1,-6.4%,3.5%,-0.7%,-4.6%,0.8%,0.3%,-3.6%,.,.,-33.6%
O=C(O)C(Cc1c[nH]c2ccccc12)N1C(=O)C2C3c4ccccc4C(c4ccccc43)[C@@H]2C1=O (stereo partly drawn),.,12.1%,4.2%,-0.9%,.,6.4%,3.8%,4.1,805,18.7%
Cc1cccc(NC(=O)c2cc(NC(=O)c3ccco3)ccc2Cl)n1,-2.2%,10.9%,1.0%,-2.1%,-1.1%,15.0%,-2.2%,-6.1,673,4.4%
Cc1c(Nc2c3ccccc3nc3ccccc23)c(=O)n(-c2ccccc2)n1C,.,-5.7%,8.1%,-9.1%,.,11.8%,10.0%,13.9,728,.
CC1(C)CC(O)CC(C)(C)N1CC(O)COCCOc1ccc(Br)cc1 (stereo not drawn),-6.2%,4.8%,1.3%,-9.3%,-0.6%,3.2%,-1.7%,.,.,10.4%
O=C1/C(=N\S(=O)(=O)c2cccs2)C([n+]2ccc(CCCc3ccccc3)cc2)=C([O-])c2ccccc21,.,-4.3%,1.3%,1.0%,.,3.5%,17.6%,-16.6,712,20.3%
CC(C)N1CCN(Cc2ccoc2)CC1CCO (stereo not drawn),-9.5%,0.7%,-4.2%,-7.2%,-0.9%,-2.9%,-10.3%,-0.4,753,-29.3%
CCOC(=O)C1=C(C)NC(=O)C(C(N)=O)C1c1ccccc1 (stereo not drawn),-4.5%,-10.1%,0.2%,-7.1%,-0.9%,1.8%,-2.1%,.,.,2.0%
CCOc1cccc(-c2c(C(=O)N/N=C/c3ccncc3)nnn2-c2nonc2N)c1,.,.,-6.2%,-11.9%,.,.,3.3%,-20.1,688,6.4%
COCCNC(=O)c1cnn2c(C(F)(F)F)cc(-c3ccc(C)cc3)nc12,-1.3%,.,9.7%,-6.0%,0.2%,.,36.8%,36.3,650,2.1%
CCc1ccc(-c2cc(C(=O)Nc3c(C)n(C)n(-c4ccccc4)c3=O)c3ccccc3n2)s1,-3.2%,9.3%,0.6%,-1.8%,-0.4%,7.1%,1.8%,.,.,6.6%
FC(F)(F)COc1nc(N/N=C/c2cccnc2)nc(N2CCCCC2c2ccccn2)n1 (stereo not drawn),-6.5%,4.9%,-1.9%,4.9%,1.7%,7.3%,0.4%,10.0,674,8.7%
CCN(CC)CCOC(=O)c1ccc(N/C=C(/C#N)c2nc(-c3cc4ccccc4oc3=O)cs2)cc1,.,.,11.2µM*,-40.6%,.,.,8.4%,-1.4,807,-7.0%
O=C(CCSCc1ccccc1F)NCc1cccnc1,-5.8%,2.8%,-6.2%,-7.8%,-0.3%,6.7%,0.4%,-1.6,735,-7.7%
Nc1c2c(nc3ccccc13)CCC2,-0.9%,6.0%,10.4%,-3.4%,-0.8%,-9.8%,13.8%,-3.7,729,13.9%
CCOC(=O)c1c(NC(=O)c2cccs2)sc(CC)c1-c1cccs1,2.1%,-4.4%,4.2%,-3.3%,-0.7%,-1.1%,10.5%,9.4,763,22.3%
Cc1ccc(S(=O)(=O)N(C)CC(=O)Nc2ccncc2)cc1,-2.2%,-3.0%,3.6%,-9.0%,-1.2%,-3.3%,1.7%,16.1,684,12.1%
O=C1c2cccc3cc(Br)cc(c23)C(=O)N1Nc1ccccc1,-2.6%,-2.4%,-1.6%,-6.5%,0.1%,-2.5%,-9.0%,.,.,20.3%
CC(C)Cc1csc(NC(=O)C(C)C)c1C(=O)O,.,5.8%,-0.6%,-1.9%,.,1.5%,-6.6%,21.5,637,15.7%
CC12CCC(C(=O)N(CCCCN3CCN(Cc4ccccc4)CC3)C1=O)C2(C)C (stereo not drawn),.,6.4%,5.2%,-12.2%,.,2.5%,?,17.1,716,23.9%
Cc1ccc2c(c1)C1CN(C)CCC1N2C(=S)NC(=O)c1ccc(Br)cc1 (stereo not drawn),-5.0%,31.0%,-0.5%,-4.7%,6.1%,8.6%,5.6%,2.2,721,-14.5%
COCc1cc(CN2CCN(Cc3ccsc3)C(CCO)C2)ccc1OC (stereo not drawn),-5.8%,8.3%,14.8%,-7.8%,0.5%,-1.9%,3.1%,-0.2,700,-7.5%
COc1ccc(CCNC(=O)C2CCN(C(=O)c3ccc(Br)cc3)CC2)cc1,.,.,-3.3%,-10.2%,.,.,14.9%,-0.3,815,18.1%
COCCn1nc2cc(C(=O)NCc3cc(C(F)(F)F)cc(C(F)(F)F)c3)ccc2c1OC,-13.0%,-8.8%,-5.2%,-4.4%,-0.5%,?,9.1%,.,.,16.5%
CC(=O)c1ccc(N2CCN(C(=O)c3ccc4c(c3)OCO4)CC2)cc1,.,.,3.5%,-4.8%,.,.,9.7%,0.0,793,-0.5%
COc1cccc(NC(=O)CCP(C)(=O)O)c1,-6.8%,-5.0%,2.0%,-7.4%,1.0%,2.4%,16.3%,.,.,-8.6%
CCOc1ccc(CNS(=O)(=O)c2ccc(-c3ccc(=O)[nH]n3)o2)cc1OC,.,.,5.6%,-11.2%,.,.,3.6%,17.9,718,7.7%
Cn1c(/C(C#N)=C(\O)c2ccc(Cl)s2)nc2ccccc21,.,.,14.8%,1.4%,.,.,42.6%,1.4,646,-36.3%
C=CCc1ccc(OCCOc2ccc(/C=N/n3cnnc3)cc2OCC)c(OC)c1,-10.0%,6.5%,0.1%,4.4%,-0.7%,15.1%,25.0%,4.8,752,9.8%

# Continuation.
SMILES,XIAP antagonists,M17LAP inhibition,Siah-1 displacement,LYP inhibition,ER stress rescue,P. falciparum M1AAP,AID2073,Lipid droplet,Lipid droplet cells 6.5 µM,HEK293 NOD2/NF-kB
COc1ccc(OC)c(NC(=O)CSc2n[nH]c(-c3cccnc3)n2)c1,.,.,1.1%,-5.0%,.,.,16.3%,4.3,863,7.0%
COc1ccc(C(=O)NCc2cn3ccsc3n2)cc1OC,-9.0%,-9.8%,-2.2%,2.6%,-0.6%,5.2%,-1.6%,-3.5,692,6.4%
COc1cc2c(cc1OC)C1(NCC2)C(=O)Nc2ccccc21 (stereo not drawn),-1.1%,-3.1%,-2.2%,-9.5%,1.1%,7.0%,-0.9%,.,.,8.4%
CCCCn1nc2cc(C(=O)NCc3ccc(OC(F)(F)F)cc3)ccc2c1OC,-0.1%,-31.5%,-1.7%,-5.4%,-1.0%,1.4%,2.1%,.,.,17.5%
